High-throughput results as filed in PubChem.
HT1080-NT tox: qHTS for induction of synthetic lethality in tumor cells producing 2HG: qHTS for the HT-1080-NT fibrosarcoma cell line; HT-1080-NT fibrosarcoma viability, CellTiter-Glo ATP luminescence, 48 h; Potency, µM (doses to about 46.1 µM), for inactives: top-dose activity, negative = less viability, hits mostly cytotoxic; 360,000 tested, 1.6% active;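 note: NT is the 2HG producing partner of a matched IDH1 knockdown line; potency is the fitted concentration of half-maximal effect; 0% = DMSO-treated cells and -100% = media-only wells without cells; nearly all actives have a fitted effect of over 55% in size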
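750 cells/well, RPMI + 5% FBS; 2 h settle, compound pin-transfer, 48 h at 37 degrees C. CellTiter-Glo 10 min RT, luminescence. Normalized to DMSO and media-only wells.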
KB-3-1 cytotox: qHTS assay for MDR1-selective chemotherapeutics: Primary screen using the parental adenocarcinoma cell KB-3-1. KB-3-1 viability, CellTiter-Glo ATP luminescence, 72 h. Potency, µM (top dose mostly 46.1 µM), without a hit: at the highest dose activity change, negative = cytotoxic, hits mostly cytotoxic. 400,000 tested, 1.4% active. AID 1347075, 2019; note: potency is the fitted concentration of half-maximal effect; % is set by controls: 0 for no effect and ±100 for the full control effect; nearly all actives have a fitted effect of over 60% in size
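Parental KB-3-1 adenocarcinoma cells in phenol-red-free DMEM with 10% FBS were pin-treated with compounds at several concentrations, incubated 72 h at 37 °C, and viability read by CellTiter-Glo luminescence; concentration-effect curves were fitted after normalization.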
ATXN2 expr inh: Primary qHTS for Inhibitors of ATXN expression; Potency, µM (series often up to 57 µM), without a hit: at the highest dose activity change, negative = inhibition, most hits filed as inhibitors; 360,000 tested, 0.72% active; HEK-293 ATXN2-luciferase reporter, luminescence, 24 h; note: potency is the fitted concentration of half-maximal effect; % is set by controls: 0 for no effect and ±100 for the full control effect; nearly all actives have a fitted effect of over 55% in size
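qHTS (up to 57 uM final) was run with 24 h compound exposure of reporter cells at 37 °C. Each well was multiplexed: SteadyGlo luminescence measured ATXN2-luciferase expression after a fluorogenic Gly-Phe-AFC viability readout (25 uM final).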
S2 tox: Viability Counterscreen for Primary qHTS for Inhibitors of ATXN expression | S2 cells (HEK-293 line with an ATXN2-luciferase reporter) viability, CellTiter-Fluor protease fluorescence, 24 h | Potency, µM (doses to about 56.7 µM), usual class: cytotoxic | 400,000 tested, 0.49% active | AID 651635, 2014; note: potency is the fitted concentration of half-maximal effect; nearly all actives have a fitted effect of over 40% in size
MCF10A rerep: A quantitative high throughput screen for small molecules that induce DNA re-replication in MCF 10a normal breast cells. MCF 10A DNA re-replication, Hoechst nuclear intensity, 48 h. Potency, µM (series often up to 46.1 µM), for inactives: at the highest dose activity, positive = re-replication, hits mostly activators. 350,000 tested, 2.9% active; note: potency is the fitted concentration of half-maximal effect; % of control where 0% means no effect; nearly all actives have a fitted effect of over 50% in size
HT1080 IDH1KD tx: qHTS for induction of synthetic lethality in tumor cells producing 2HG: qHTS for the HT-1080-IDH1KD cell line | AID 686971, 2013 | Potency, µM (series often up to 46.1 µM), for the others: at the top dose activity, negative = toxicity, actives largely listed as cytotoxic | HT-1080 IDH1 knockdown viability, ATP luminescence, 48 h | 360,000 tested, 2% active;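 note: potency is the fitted concentration of half-maximal effect; 0% = DMSO wells and -100% = cell-free medium wells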
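IDH1KD HT-1080 cells, 750/well, RPMI + 5% FBS; compound pinned after 2 h settling; 48 h, 37 °C; CellTiter-Glo luminescence; % activity normalised to DMSO and no-cell wells; curves fitted, classed by r2 and efficacy.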
HepG2 viability: qHTS for Inhibitors of TGF-b: Cytotox Counterscreen | 410,000 tested, 0.76% active | HepG2 CAGA-GFP viability, ATP luminescence, 18 h | Potency, µM (doses to about 46.1 µM), without a hit: top-dose activity change, negative = cytotoxicity, actives largely listed as cytotoxic; note: potency is the fitted concentration of half-maximal effect; some results filed as inactive show a strong effect at the top dose
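CellTiter-Glo luminescence gave cytotoxicity after 18 hours at 37 degrees C. The cells were HepG2 CAGA-GFP in 1% FBS DMEM, stimulated with 500 pg/mL TGF-beta after compound addition. %Activity was normalised to no-cell wells (complete cell-killing) and DMSO (no toxicity), and curves were fitted and classified.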
SW480 rereplic: A quantitative high throughput screen for small molecules that induce DNA re-replication in SW480 colon adenocarcinoma cells; 340,000 tested, 1.8% active; SW480 DNA re-replication, Hoechst DNA content imaging, 48 h; Potency, µM (titrated, usually from 46.1 µM), for the others: top-dose re-replication activation, actives largely listed as activators; note: potency is the fitted concentration of half-maximal effect; % of control where 0% means no effect; nearly all actives have a fitted effect of over 55% in size
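Quantitative HTS format with DMSO vehicle controls; 48 hr drug incubation at 37 C, then 40 min Hoechst staining and scanning imager measurement at 405 nm excitation.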
IL-1B inflam inh: qHTS for Inhibitors of Inflammasome Signaling: IL-1-beta AlphaLISA Primary Screen; THP-1 LPS/ATP IL-1B secretion, AlphaLISA, 16 h; hits give low values; activity change, % at 57.5 µM; 360,000 tested, 4.7% active; in the data active = activity change below about -50%; inconclusive = mostly about -30% to -49%; note: % is set by controls: 0 for no effect and ±100 for the full control effect
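Secreted IL-1B measured by AlphaLISA bead assay after 16 h compound exposure of THP-1 cells; compounds (final up to 57.5 uM) added 1 h before LPS (250 ng/mL) and ATP (1.25 mM) stimulation; lower signal means less secretion.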
* hit, by the source's call; i = inactive; ? = inconclusive; nt = not tested or not shown; & = joins results of further samples; ! = repeats disagree; [ ] = another dose, or the depositor's remark. Unless noted, calls come from the whole dose curve; as a rule, active = well fitted curve in the direction sought with a large enough effect; inconclusive = small, poorly fitted or top-dose-only effect, or another doubt; inactive = no such curve, though single readings can be large; an effect the other way counts as inactive or inconclusive.

Start of the data: the first seven entries as a preview:
no. | SMILES | HT1080-NT tox | KB-3-1 cytotox | ATXN2 expr inh | S2 tox | MCF10A rerep | HT1080 IDH1KD tx | HepG2 viability | SW480 rereplic | IL-1B inflam inh
1 | CCOC(=O)C1=C(COC(=O)/C=C/c2ccccc2)NC(=O)NC1C (stereo unspecified) | 0% | ? | 5% | i | 3% | -2% | 9% | -1% | -15
2 | Cc1oc(-c2cccs2)nc1CS(=O)CC(=O)NCCc1ccccc1 (stereo unspecified) | 4% | -5% | 31% | i | 3% | 8% | 40% | 0% | 25
3 | CC1Sc2ccc(Cl)cc2-c2nc(N)ncc21 (stereo unspecified) | -4% | 1% | -19%[11.3 µM] | i | -6% | 0% | -7% | ? | -18
4 | COc1cc2c(cc1OC)C(c1ccc(-c3ccc(Cl)c(Cl)c3)o1)=NCC2 | ? | 16µM*! | ? | i | 2.3µM* | 23µM* | 11µM*! | 18µM* | -59*
5 | CCOc1ccc(CCNC(=O)C2CCN(S(=O)(=O)N3CCCCC3)CC2)cc1OCC | 0% | 17% | -11% | i | ? | 1% | 4% | 2%&12% | 26
6 | Cc1ccc(NC(=O)C(OC(=O)c2ccccc2Cl)c2ccccc2)cc1Cl (stereo unspecified) | 9% | 19% | 0% | ? | 7% | 3% | -5% | 4% | ?
7 | CCCCNC(=S)NNC(=O)c1csc(C)c1C | 1% | 1% | 6% | i | 7% | 0% | 0% | -7% | 0

The whole of this part, previewed entries included:
no. | SMILES | HT1080-NT tox | KB-3-1 cytotox | ATXN2 expr inh | S2 tox | MCF10A rerep | HT1080 IDH1KD tx | HepG2 viability | SW480 rereplic | IL-1B inflam inh
1 | CCOC(=O)C1=C(COC(=O)/C=C/c2ccccc2)NC(=O)NC1C (stereo unspecified) | 0% | ? | 5% | i | 3% | -2% | 9% | -1% | -15
2 | Cc1oc(-c2cccs2)nc1CS(=O)CC(=O)NCCc1ccccc1 (stereo unspecified) | 4% | -5% | 31% | i | 3% | 8% | 40% | 0% | 25
3 | CC1Sc2ccc(Cl)cc2-c2nc(N)ncc21 (stereo unspecified) | -4% | 1% | -19%[11.3 µM] | i | -6% | 0% | -7% | ? | -18
4 | COc1cc2c(cc1OC)C(c1ccc(-c3ccc(Cl)c(Cl)c3)o1)=NCC2 | ? | 16µM*! | ? | i | 2.3µM* | 23µM* | 11µM*! | 18µM* | -59*
5 | CCOc1ccc(CCNC(=O)C2CCN(S(=O)(=O)N3CCCCC3)CC2)cc1OCC | 0% | 17% | -11% | i | ? | 1% | 4% | 2%&12% | 26
6 | Cc1ccc(NC(=O)C(OC(=O)c2ccccc2Cl)c2ccccc2)cc1Cl (stereo unspecified) | 9% | 19% | 0% | ? | 7% | 3% | -5% | 4% | ?
7 | CCCCNC(=S)NNC(=O)c1csc(C)c1C | 1% | 1% | 6% | i | 7% | 0% | 0% | -7% | 0
8 | CCc1c(-c2ccccc2)nc2nc(C)c(C)nn12 | 13% | -10% | 3% | nt | 19% | 1% | -8% | ? | 25
9 | CCN(CC)c1ccc(/C=N/NC(=O)c2ccccn2)cc1 | -28% | ? | -16% | i | ? | ? | -2% | ? | -16
10 | O=C(Nc1ccccc1C(=O)NCC1CCCO1)c1ccc(Cl)cc1Cl (stereo unspecified) | -12% | 2% | 4% | i | 3% | 0% | -3% | 1% | 7
11 | COc1cccc(C(c2sc3nc(-c4ccco4)nn3c2O)N2CCC(C)CC2)c1 (stereo unspecified) | nt | 10% | 2% | ? | nt | nt | -26% | nt | nt
12 | CCOc1cccc(/C=N/Nc2nc(N3CCCC3)nc(N3CCCC3)n2)c1O | 24% | 1% | nt | i | 3% | 2% | 16% | -3% | -108*
13 | Cc1cc(Cl)ccc1C(O)c1ncc(-c2ccccc2C(F)(F)F)[nH]1 (stereo unspecified) | ? | 0% | -19% | i | nt | ? | -23% | nt | 15
14 | CC(C)(C)OC(=O)N1CCN(C(=O)c2[nH]cnc2C(=O)Nc2nccs2)CC1 | ? | 9% | 8% | i | 15% | 17% | 0% | 1% | 9
15 | O=C1C(=O)N(CCS(=O)(=O)c2ccccc2)c2ccccc21 | 6% | 4% | nt | i | 0% | 8% | -11% | -5% | -3
16 | O=c1[nH]c(=S)[nH]c2c1C(c1ccc(F)cc1)OC(CCC(F)(F)F)C2 (stereo unspecified) | 9% | 0% | 4% | i | nt | 13% | 0% | nt | 13
17 | CC1(C)OC(=O)C(=Cc2ccc[nH]2)C(=O)O1 | 13% | 13% | 3% | i | -17% | 24% | 3% | -4% | -6
18 | COc1cccc(CC2(CO)CCN(Cc3ccc4cccc(F)c4n3)CC2)c1 | -9% | -18% | -15% | i | 5% | -16% | -28% | -7% | -71*
19 | COC(=O)C1C2C=CC3(CN(Cc4cccs4)C(=O)C13)O2 (stereo unspecified) | -2% | -14% | 3% | i | 10% | -1% | -15% | 0%[9.22 µM] | 0
20 | COc1cc(C(=O)OCC(=O)Nc2ccc(OC(F)F)cc2)cc(OC)c1OC | -12% | -2% | -7% | i | 3% | -10% | 4% | -17% | 27
21 | Cn1ccsc1=NC(=O)c1ccc(Cl)c([N+](=O)[O-])c1 | 14% | 2% | nt | ? | 2% | 2% | 8% | -3% | 16
22 | CC1CCC(NC(=O)CCNC(=O)c2ccccc2)CC1 (stereo unspecified) | -4% | -18% | -29% | i | ? | -1% | -3% | -57%[inhibitor] | -19
23 | CC(=O)NC12CC3CC(C1)CC(C(=O)N1CCN(S(=O)(=O)c4cccc([N+](=O)[O-])c4)CC1)(C3)C2 | 5% | 8% | 6% | i | 2% | 17% | -4% | -14% | 14
24 | CCC(=O)N1CCc2cc(Br)cc(S(=O)(=O)CCC(=O)NCc3ccco3)c21 | 8% | 7% | -8% | ? | 2% | 2% | 1% | -1% | -26
25 | Nc1nc(SCC(=O)c2c(N)n(Cc3ccccc3)c(=O)[nH]c2=O)n[nH]1 | 10% | 11% | 4% | i | 8% | 15% | 9% | 3% | -3
26 | Cc1cc(/C=N/n2cnnc2)c(C)n1-c1ccc2c(c1)OCO2 | -2% | -30% | -9% | i | 11% | -16% | -12% | -9% | -1
27 | CC1=Nn2c(nnc2-c2n[nH]c3c2CCC3)SC1 | 8% | 7% | 7% | i | 1% | 3% | -8% | -4% | -5
28 | COc1ccc(C(=O)C2CCCN(Cc3sc(N4CCCC4)nc3Cl)C2)c(OC)c1 (stereo unspecified) | -7% | ? | -38% | ? | ? | -15% | -52% | -898%[1.84 µM] | ?
29 | CCn1c(SCC(=O)OC)nnc1-c1ccc(C)cc1 | 6% | 3% | 1% | i | -3% | 2% | 7% | -5% | 13
30 | COc1ccc(/C(C)=N\NC(=O)c2ccc(-c3ccccc3)cc2)c(F)c1 | -22% | 3% | -10% | i | 13% | ? | -13% | 28% | 8
31 | C#Cc1ccc(CN2CCN(Cc3ccsc3)C(CCO)C2)cc1 (stereo unspecified) | -11% | 2% | -7% | i | ? | -2% | -1% | -25% | 8
32 | COc1ccccc1C=C(C(=O)c1ccccc1)c1ccccc1 | ? | ? | -10% | i | nt | ? | -6% | nt | -18
33 | CCCOc1ccc(C2=NNC(c3cccs3)=Nc3ccc(OC)cc32)cc1 | 15% | 1% | 19% | i | 14% | 6% | -4% | -3% | -21
34 | C=CCCC(=O)N1C[C@H]2CON(C)[C@H]2C[C@H]1c1ccc(N2CCCCC2)cc1 | 13% | 0% | 11% | i | nt | 18% | -2% | nt | -13
35 | CCNC(=O)NC(=O)C(C)OC(=O)[C@H](C)NS(=O)(=O)c1c(C)c(C)cc(C)c1C (stereo partly specified) | 0% | -4% | nt | i | 0% | 10% | 1% | -6% | 21
36 | COc1ccc(NC(=O)Cn2nnc(C(=O)NCc3ccccc3OC)c2N)cc1Cl | ? | 13% | -3% | i | 2% | ? | -17% | 8% | 23
37 | CCCCNC(=O)C1CC(c2cccc([N+](=O)[O-])c2)=NO1 (stereo unspecified) | -1% | -3% | 82%[activator] | i | -49%[inhibitor] | -3% | -1% | -2% | 0
38 | C=CCNC(=S)/C(=C(\[O-])c1ccc(Cl)cc1)[n+]1ccccc1 | 2% | 5% | 0% | i | 3% | 25% | -34% | 0% | -7
39 | COCc1cc(C)nc2sc(C(=O)N3CCCC3)c(N)c12 | 2% | 10% | -1% | i | -7% | 13% | -40% | 3% | ?
40 | Cc1ccc(F)c(S(=O)(=O)NC(=O)C2(C)CCN2C(=O)c2cccc3ccccc23)c1 (stereo unspecified) | 9% | 0% | 12% | i | nt | ? | -2% | nt | 26
41 | Cc1ccc(CNC(=O)C2CC(c3cccc(F)c3)=NO2)cc1 (stereo unspecified) | 13% | 9% | 3% | i | 5.8µM* | 6% | -7% | -4% | 12
42 | Cc1ccc(NC(=O)CC2SC3=NCCN3C2=O)cc1 (stereo unspecified) | 12% | 3% | ? | ? | -3% | 1% | -26% | -4% | 6
43 | Cc1ccc(-c2sc(-c3cccnc3)nc2CC(=O)O)cc1 | 21% | -9% | nt | i | -7% | 13% | 8% | 7% | 0
44 | CCCn1c(N)c(C(=O)COC(=O)c2c(C)noc2C)c(=O)n(C)c1=O | 1% | -11% | -8% | i | 4% | -4% | -1% | 4% | -2
